Bioassay records from PubChem BioAssay.
MazEF act = activators of E. coli MazEF toxin-antitoxin RNase. FAM/BHQ RNA-DNA oligo cleavage fluorescence, 5 h. activation, % at 20 µM. actives 0.32% (n = 350,000). AID 504720; in the data active means activation above about 50%
Target sequence (P0AE70 whole entry, looked up): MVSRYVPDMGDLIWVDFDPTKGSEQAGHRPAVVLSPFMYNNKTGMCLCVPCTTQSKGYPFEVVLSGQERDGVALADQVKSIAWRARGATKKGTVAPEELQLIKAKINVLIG
Rv3671c protease = Rv3671c (M. tuberculosis) protease inhibition | P9WHR9 | AID 2606 | inhibition, % at 5.96 µM | actives 0.048% (n = 320,000); in the data active means inhibition above about 38%;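 further: extracellular domain of Rv3671c used as enzyme; 0% = enzyme with DMSO and 100% = no enzyme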
Target sequence (P9WHR9 whole entry, looked up, the tested form may be a part): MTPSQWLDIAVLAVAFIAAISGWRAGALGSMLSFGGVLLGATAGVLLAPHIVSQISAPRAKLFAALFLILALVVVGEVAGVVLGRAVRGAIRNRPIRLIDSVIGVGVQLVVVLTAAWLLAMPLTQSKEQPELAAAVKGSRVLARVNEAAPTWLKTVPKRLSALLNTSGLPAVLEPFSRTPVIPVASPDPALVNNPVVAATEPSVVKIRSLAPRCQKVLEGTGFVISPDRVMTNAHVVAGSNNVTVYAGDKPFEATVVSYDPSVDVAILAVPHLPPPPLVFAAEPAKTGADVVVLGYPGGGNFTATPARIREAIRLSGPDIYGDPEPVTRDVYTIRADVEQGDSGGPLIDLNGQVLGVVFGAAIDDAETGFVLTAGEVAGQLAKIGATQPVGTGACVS
3CLpro inhibitor = SARS-CoV 3CLpro protease inhibition; actives 0.14% (n = 290,000); recombinant SARS-CoV 3CLpro, quenched FRET peptide cleavage; inhibition, % at 6 µM; in the data active means inhibition above about 12%
BH1578 lux ind = inducers of Vibrio cholerae quorum light production without autoinducers | V. cholerae BH1578 lux reporter, luminescence, 6 h | activation, % at 18.7 µM | actives 0.16% (n = 350,000) | AID 588436; in the data active means activation mostly above about 9.7%, no sharp cut-off; further: not every result past the cut was called active; inactives centre near 0; reference of the scale not given here
Y pestis TopoI = inhibitors of Yersinia pestis topoisomerase I; Y. pestis Topo-I cleavage product accumulation, plate reader; activity, % at 10 µM; actives 0.064% (n = 360,000); in the data active means activity above about 50%, passing the limit was not always enough; further: inactives centre near 2
DUSP3 inh = DUSP3 (human) phosphatase inhibition; inhibition, % at 13.3 µM; actives 0.52% (n = 290,000); recombinant VHR phosphatase, pNPP absorbance; P51452; AID 1654; in the data active means inhibition above about 50%; further: some compounds called inactive have numbers as strong as hits
Target sequence (P51452 whole entry, looked up): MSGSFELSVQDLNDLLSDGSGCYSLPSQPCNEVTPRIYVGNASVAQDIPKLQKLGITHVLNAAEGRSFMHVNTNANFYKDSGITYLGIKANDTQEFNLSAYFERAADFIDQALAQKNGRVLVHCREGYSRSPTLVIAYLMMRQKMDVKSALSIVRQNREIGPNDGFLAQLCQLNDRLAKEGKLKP
PfHsp40 rescue = restores yeast growth despite PfHsp40 toxicity; S. cerevisiae expressing PfHsp40, growth rescue, ATP luminescence; growth rescue, % at 12.5 µM; actives 0.68% (n = 340,000); in the data active means growth rescue above about 28%, passing the limit was not always enough;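 further: yeast W303a lacking pdr1 and pdr3 grown in galactose medium; growth measured after three days at 30 °C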
Anthrax LF prot = blocks Bacillus anthracis lethal factor protease; P15917; AID 588501; inhibition, % at 10 µM; actives 0.12% (n = 360,000); multiplex microsphere protease cleavage assay, LF; in the data active means inhibition above about 30%; further: plate controls were buffer without enzyme for full effect and enzyme alone for no effect
PriA SSB inh = blocks PriA binding to SSB C-terminal tail | AlphaScreen SSBct-PriA binding, biotinylated peptide | inhibition, % at 33 µM | actives 0.6% (n = 430,000) | AID 1272365; in the data active means inhibition mostly above about 37%, no sharp cut-off; inactive means mostly below about 20%;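 further: plate controls were negative control peptide for no effect and reference peptide for full effect; strong numbers were not always called active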
TcdB GH inh = inhibitors of Clostridioides difficile toxin B glycohydrolase; P18177; TcdB glycohydrolase enzymatic assay, plate reader; inhibition, % at 9.99 µM; actives 0.24% (n = 350,000); AID 652162; in the data active means inhibition above about 10%
An asterisk follows results filed as active; i = inactive; . = no result given; & = joins results of further samples.

1: CCc1nc2ccc(C(=O)N(C)Cc3ccccc3)cn2c1N(CC)Cc1cccc(Br)c1
2: Cc1nc2nc(SCC(=O)NCCCN3CCCCCC3)nn2c(C)c1Cc1ccccc1Cl
3: O=C(C[C@H]1C/C=C\C[C@@H](Cc2ccc(F)cc2)C(=O)OC[C@H]2CCCN2C1=O)N[C@H](CO)Cc1ccccc1
4: Cc1onc(-c2ccccc2)c1C(=O)NC1CC1
5: Cc1ccccc1S(=O)(=O)N(C)C[C@H]1OCc2cnnn2CCCC(=O)N([C@@H](C)CO)C[C@H]1C
6: CC1CCCCN1C/C=C/c1ccccc1[N+](=O)[O-] (stereo not given)
7: COc1cccc(Nc2nnc(SCC(=O)N3CCOCC3)s2)c1
8: C=CCN1CC[C@]23c4c5ccc(O)c4OC2[C@H](O)CC[C@@]3(O)[C@H]1C5 (stereo not given in full)
assay / compound	1	2	3	4	5	6	7	8
TcdB GH inh	1.5	-0.8	-0.2	1.0	3.3&-1.4&-0.7	.	.	-0.1
Anthrax LF prot	4	0	-8	.	-3	0	0	-2
Rv3671c protease	.	-2	5	.	.	0	-5	5
Y pestis TopoI	5	11	22	1	-5	2	3	-4
PfHsp40 rescue	.	0.4	1.3	-0.6	.	1.7	2.3	-0.6
PriA SSB inh	.	28	.	-6	.	-20	3	-18
BH1578 lux ind	-0.6	0.5	i	i	i	-0.6	i	-0.5
MazEF act	.	18	10	-17	4	-1	-1	6
3CLpro inhibitor	.	-2	.	.	.	7	-4	.
DUSP3 inh	.	-9	.	.	.	22	2	.

9: Cc1cnc(NS(=O)(=O)c2ccccc2)c(Br)c1
10: CCN(CC(=O)Nc1ccc2c(c1)OCCO2)CC(=O)Nc1ccc2c(c1)OCO2
11: CNC(=O)CSc1ncnc2c1cnn2-c1ccccc1
12: COc1ccc(C(=O)CC(=O)C(=O)Nc2ccc(C)cc2Cl)cc1
13: COc1ccc(S(=O)(=O)NCC(=O)N(CC(=O)NCC2CCCO2)Cc2ccccc2)cc1 (stereo not given)
14: O=C(CSc1cccc[n+]1[O-])Nc1ccc2c(c1)OCCO2
15: CC(=O)c1ccc(NC(=O)CSc2ccc(-c3ccco3)nn2)cc1
16: CCOC(=O)C1=C(C)NC2=C(C(=O)C(C(=O)OCC)C(c3ccc(OC)cc3)C2)C1c1ccccn1 (stereo not given)
assay / compound	9	10	11	12	13	14	15	16
TcdB GH inh	1.6	1.8	2.6	-0.7	0.9	1.1	0.6	.
Anthrax LF prot	-1	-1	-2	-15	-9	-5	-7	-1
Rv3671c protease	0	-8	-2	4	-8	2	1	-2
Y pestis TopoI	0	4	1	3	6	2	2	11
PfHsp40 rescue	0.3	0.8	0.0	-1.3	0.1	.	0.2	-1.2
PriA SSB inh	-3	-5	-2	2	2	-5	-1	-15
BH1578 lux ind	-0.6	i	0.7	-0.6	i	5.4	i	i
MazEF act	4	-5	2	-1	5	10	-1	8
3CLpro inhibitor	0	-1	-2	9	-1	0	-2	-1
DUSP3 inh	16	-24	24	14	36	17	19	21

Overlap with the part before: 4 compounds; new compounds follow.
13: COc1ccc(S(=O)(=O)NCC(=O)N(CC(=O)NCC2CCCO2)Cc2ccccc2)cc1 (stereo not given)
14: O=C(CSc1cccc[n+]1[O-])Nc1ccc2c(c1)OCCO2
15: CC(=O)c1ccc(NC(=O)CSc2ccc(-c3ccco3)nn2)cc1
16: CCOC(=O)C1=C(C)NC2=C(C(=O)C(C(=O)OCC)C(c3ccc(OC)cc3)C2)C1c1ccccn1 (stereo not given)
17: Cc1ccnc(N2CCCC(C(=O)Nc3ccc(C)c(C)c3)C2)n1 (stereo not given)
18: CC1=CC(=C(C#N)C#N)c2ccccc2N1C
19: CC(=O)c1c(C)[nH]c(C(=O)COC(=O)Cc2ccccc2F)c1C
20: Cc1ccccc1-c1cccc(CN2CCN(C)C(CCO)C2)c1 (stereo not given)
21: COCCn1c(SCC(=O)c2c[nH]c3ccccc23)nnc1-c1ccncc1
22: COC(=O)c1sccc1NC(=O)c1ccccc1
23: COCCCN1C(=O)C(O)=C(C(=O)c2ccc(C)o2)C1c1cccc(Br)c1 (stereo not given)
24: CCNc1nc(NC(C)(C)C)nc(N2CCCC2)n1
assay / compound	13	14	15	16	17	18	19	20	21	22	23	24
TcdB GH inh	0.9	1.1	0.6	.	1.0	1.8	1.8	-0.5	.	0.3	.	.
Anthrax LF prot	-9	-5	-7	-1	-10	1	-4	-4	8	-1	3	4
Rv3671c protease	-8	2	1	-2	1	-5	3	6	-1	0	-8	-2
Y pestis TopoI	6	2	2	11	5	-9	-1	-5	-2	-2	-2	2
PfHsp40 rescue	0.1	.	0.2	-1.2	16	0.7	-0.7	4.4	-0.4	0.9	2.2	-0.6
PriA SSB inh	2	-5	-1	-15	-4	-11	3	1	-14	-31	-14	-11
BH1578 lux ind	i	5.4	i	i	-4.0	-0.2	-0.6	0.2	-4.2	i	-0.9	-9.8
MazEF act	5	10	-1	8	3	-270	-9	-2	9	-4	1	4
3CLpro inhibitor	-1	0	-2	-1	0	2	.	3	4	2	9	0
DUSP3 inh	36	17	19	21	-20	17	.	22	5	20	17	13

Part of the list above with just 3CLpro inhibitor and PriA SSB inh.
entry	SMILES	3CLpro inhibitor	PriA SSB inh
22	COC(=O)c1sccc1NC(=O)c1ccccc1	2	-31
24	CCNc1nc(NC(C)(C)C)nc(N2CCCC2)n1	0	-11

Following part:
25: COc1cccc(NC(=O)Nc2nnc(COCCO)s2)c1
26: COCCOC(=O)c1c(N)n(Cc2ccccc2)c2nc3ccccc3nc12
27: C=CCn1c(N2CCOCC2)nc2c1c(=O)[nH]c(=O)n2C
28: Cc1cccc2nc(CSc3nc4[nH]ncc4c(=O)n3-c3ccccc3Cl)cc(=O)n12
29: O=C(COc1ccc2ccc(=O)oc2c1)NCCN1CCOCC1
30: O=C1CCC(C(=O)N(CCO)Cc2ccccc2)CN1CC1CCCCC1 (stereo not given)
31: O=C(CN1C(=O)C2CCCCC2C1=O)N1CCN(c2ccc(F)cc2)CC1 (stereo not given)
32: COC(=O)C(CC(C)C)NC(=O)c1cccs1 (stereo not given)
assay / compound	25	26	27	28	29	30	31	32
TcdB GH inh	0.4	.	-0.5	0.3	13*	1.5	0.5	5.5
Anthrax LF prot	3	0	-2	0	2	-3	-5	1
Rv3671c protease	.	-1	-2	1	.	2	13	11
Y pestis TopoI	5	11	0	19	-2	2	4	-7
PfHsp40 rescue	.	1.8	0.4	1.4	.	-1.3	-0.1	0.3
PriA SSB inh	.	1	3	4	.	-16	-18	-6
BH1578 lux ind	-0.6	i	-0.3	i	i	-0.7	i	i
MazEF act	.	4	-7	9	5	4	-7	-3
3CLpro inhibitor	.	0	1	-2	.	1	2	-5
DUSP3 inh	.	20	8	-6	.	14	16	-19

33: CO/N=C/c1ccc(Sc2ccc(C)cc2)c([N+](=O)[O-])c1
34: Nc1ccn(CC(=O)N[C@H](CO)Cc2c[nH]c3ccccc23)c(=O)n1
35: Fc1cccc(/C=N/NC(=S)Nc2ccccc2Cl)c1
36: NNC(=O)c1cc2ccccc2[nH]1
37: CCCCn1c(N)c(N(C)C(=O)c2c(C)nn(-c3ccccc3)c2C)c(=O)[nH]c1=O
38: CC(=O)c1c(C)oc2ccc(NS(=O)(=O)c3ccc(O)c(C(=O)O)c3)cc12
39: O=C([C@H](O)c1ccccc1)N1CCC[C@H]1CO
40: COc1ccc(NC(=S)NC(=O)c2cncc(Br)c2)c(OC)c1
assay / compound	33	34	35	36	37	38	39	40
TcdB GH inh	.	0.3	.	-2.5	1.0	.	-1.0	0.6
Anthrax LF prot	.	0	-3	-2	-2	-3	0	-5
Rv3671c protease	3	1	9	1	0	2	0	8
Y pestis TopoI	-4	-2	-5	5	-4	-1	0	-5
PfHsp40 rescue	-0.1	1.2	-0.2	-0.7	-1.7	1.2	-1.4	-0.9
PriA SSB inh	.	-2	.	9	-14	-9	0	4
BH1578 lux ind	i	i	0.3	-2.8	0.6	.	i	i
MazEF act	3	5	-20	6	2	5	-1	-4
3CLpro inhibitor	3	.	4	4	.	1	-1	-4
DUSP3 inh	7	.	43	-1	.	6	-11	20

41: CN(C)CCCN=Cc1c(O)n(Cc2ccccc2)c(=O)c2ccccc12
42: COc1ccc(CC(=O)N(CCN(C)C)CC2CCCN(Cc3ccccc3F)C2)cc1 (stereo not given)
43: CCN(C(=O)c1cccnc1)c1ccccc1
44: COC(=O)c1ccc(NC(=O)C2CC2)o1
45: O=C(/C=C/c1ccc(Cl)cc1)N1CCOCC1
46: COc1ccc(-c2cc(C(=O)Nc3ccc(Cl)cc3Cl)c3ccccc3n2)cc1OC
47: CSc1cccc(NC(=O)CSc2ccc(Cl)cc2)c1
48: COc1ccc(CN2CCCC(C(=O)N(C)Cc3ccccc3)C2)cc1OC (stereo not given)
assay / compound	41	42	43	44	45	46	47	48
TcdB GH inh	.	1.3	.	.	2.4	.	.	.
Anthrax LF prot	0	-10	3	-1	1	-2	-4	6
Rv3671c protease	6	-4	1	4	5	-4	-13	2
Y pestis TopoI	-12	15	3	-1	0	-10	11	-9
PfHsp40 rescue	-1.0	1.4	-1.2	0.4	-0.7	0.1	15	-1.4
PriA SSB inh	0	6	-11	-15	-7	-12	-26	-6
BH1578 lux ind	1.5	i	1.4	-1.0	i	-0.6	0.0	0.4
MazEF act	15	6	15	2	8	-5	1	2
3CLpro inhibitor	1	-2	2	-9	2	3	7	0
DUSP3 inh	4	6	21	6	22	3	2	19

49: COc1ccc(C(CC(=O)O)c2cc(OC)c(OC)c(OC)c2)cc1OC (stereo not given)
50: Cc1cccc(N=C2NC(=O)/C(=C/c3cccn3C)S2)c1
51: CCSc1nnc(NC(=O)C2CC(=O)N(Cc3ccc(C)cc3)C2)s1 (stereo not given)
52: COc1ccc(S(=O)(=O)N2CCCCC2)cc1NS(=O)(=O)c1ccccc1
53: Cc1cccc(NC(=O)CSCC(=O)N=c2sccn2C)c1
54: O=C(CSc1ccccc1C(=O)N1CCN(c2ccccc2)CC1)N1CCCC1
55: CCCC1(CC)C(=O)NC(=O)N=C1N (stereo not given)
56: C/C=C/c1ccc(OCC(O)CNCC(c2ccc(OC)cc2)N(C)C)c(OC)c1 (stereo not given)
assay / compound	49	50	51	52	53	54	55	56
TcdB GH inh	0.6	0.1	-0.5	1.4	0.2	0.3	-0.7	1.2
Anthrax LF prot	-7	2	-1	-6	1	-9	0	4
Rv3671c protease	.	-9	2	5	-6	-1	.	8
Y pestis TopoI	-3	-1	18	9	3	3	6	-2
PfHsp40 rescue	-0.7	1.6	1.1	-0.6	-1.5	-0.5	-0.7	0.0
PriA SSB inh	3	8	-17	0	-7	6	.	11
BH1578 lux ind	i	-0.3	-0.4	3.2	i	-0.6	i	1.3
MazEF act	7	-8	-3	3	9	1	7	3
3CLpro inhibitor	.	4	5	.	.	.	.	-3
DUSP3 inh	.	10	4	.	.	.	.	.

57: CCC1CCC/C1=N\NC(=O)c1cc(C)[nH]n1 (stereo not given)
58: Cc1ccc(S(=O)(=O)Nc2ccc(SC(F)F)cc2)c(C)c1
59: CCN(C[C@H]1N[C@@](CC)(C(=O)OC)[C@H]2C(=O)N(C)C(=O)[C@@H]12)S(=O)(=O)c1ccc(C)cc1
60: Cc1ccc(S(=O)(=O)N(CC(=O)Nc2cccnc2)c2cccc([N+](=O)[O-])c2)cc1
61: O=C(OC(C(=O)NCc1cccs1)c1ccccn1)c1cccs1 (stereo not given)
62: CCc1nc2c(OCC(=O)N3CCOCC3)cccn2c1N(C=O)Cc1ccccc1
assay / compound	57	58	59	60	61	62
TcdB GH inh	-2.3	.	-0.6	0.2	.	0.2
Anthrax LF prot	-1	-2	2	1	-3	-2
Rv3671c protease	9	-16	-1	-9	-10	.
Y pestis TopoI	1	8	-2	7	1	-9
PfHsp40 rescue	0.0	21	-1.2	0.1	-1.2	.
PriA SSB inh	.	1	-12	3	7	.
BH1578 lux ind	-7.1	-0.3	-1.1	-3.6	i	-0.3
MazEF act	-1	2	-14	2	2	.
3CLpro inhibitor	7	10	.	8	-8	.
DUSP3 inh	-10	-6	.	18	16	.

Some of the compounds tested; the hit share may differ from the screen's.
